KAT2A inh: inhibitors of human GCN5L2 histone acetyltransferase; Q92830; GCN5L2 HAT assay, ThioGlo1 CoA-SH fluorescence; Potency, µM (doses to about 58.9 µM), for the others: at the highest dose activity change, negative = inhibition, hits mostly inhibitors; 390,000 compounds, 0.21% hits; AID 504327
Target sequence (Q92830 whole entry, looked up): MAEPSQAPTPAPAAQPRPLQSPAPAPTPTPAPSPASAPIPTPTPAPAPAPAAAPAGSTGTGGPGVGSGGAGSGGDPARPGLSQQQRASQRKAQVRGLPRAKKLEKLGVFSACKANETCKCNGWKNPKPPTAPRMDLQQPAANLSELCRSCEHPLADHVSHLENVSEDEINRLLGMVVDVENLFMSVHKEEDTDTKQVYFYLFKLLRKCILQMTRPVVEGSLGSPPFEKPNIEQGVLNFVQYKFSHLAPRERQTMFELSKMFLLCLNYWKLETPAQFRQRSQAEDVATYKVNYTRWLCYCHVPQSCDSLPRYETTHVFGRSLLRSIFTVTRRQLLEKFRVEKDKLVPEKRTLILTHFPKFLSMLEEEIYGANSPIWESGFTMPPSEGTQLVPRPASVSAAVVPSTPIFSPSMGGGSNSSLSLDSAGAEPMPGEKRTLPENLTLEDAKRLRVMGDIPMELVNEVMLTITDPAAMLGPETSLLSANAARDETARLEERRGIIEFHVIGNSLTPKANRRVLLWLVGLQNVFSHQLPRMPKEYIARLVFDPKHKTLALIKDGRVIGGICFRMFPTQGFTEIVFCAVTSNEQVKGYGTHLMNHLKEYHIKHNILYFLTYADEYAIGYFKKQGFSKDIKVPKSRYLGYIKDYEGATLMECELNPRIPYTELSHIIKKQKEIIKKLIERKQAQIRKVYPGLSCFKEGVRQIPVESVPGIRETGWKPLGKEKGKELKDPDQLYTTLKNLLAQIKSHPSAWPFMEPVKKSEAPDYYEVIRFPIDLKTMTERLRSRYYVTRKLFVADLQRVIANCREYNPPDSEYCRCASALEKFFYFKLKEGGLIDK
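Titration-based screen in which CoA formation is detected via maleimide probe ThioGlo1 (50uM) turning fluorescent on thiol reaction; substrates H3(1-25) 75uM and acetyl-CoA 70uM, GCN5L2 20nM, 20 min incubation at room temperature.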
N370S GC mod: N370S glucocerebrosidase modulation, Gaucher chaperone candidate; N370S GC spleen homogenate, 4MU-glucoside fluorescence; Potency, µM (highest dose often 59.4 µM), for inactives: top-dose activity change, negative = inhibition, usual class: inhibitors; 330,000 compounds, 0.092% hits; AID 2101; P04062;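 also: 0% = full enzyme activity and -100% = no enzyme basal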
FEN1 inh: inhibitors of human flap endonuclease 1. P39748. 390,000 compounds, 0.35% hits. Recombinant FEN1 flap cleavage, fluorescence, 15 min. Potency, µM (titrated, usually from 114 µM), for the others: top-dose activity change, negative = inhibition, usual class: inhibitors; also: nearly all actives have a fitted effect of over 65% in size
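Quantitative HTS format: each compound was titrated, incubated with 10 nM nuclease for 15 min at room temperature, then challenged with flap substrate at 50 nM final. Signal change over 15 min gave concentration–effect curves.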
Starred values were filed as active, the others as inactive; u = inconclusive; x = not tested or not shown; & = joins results of further samples; [ ] = dose if it differs, or a comment. Calls follow the shape of the dose curve; as a rule, active = well fitted curve in the direction sought with a large enough effect; inconclusive = small, poorly fitted or top-dose-only effect, or another doubt; inactive = no such curve, though single readings can be large; an effect the other way counts as inactive or inconclusive. Unless noted, % is scaled to controls: 0 for no effect and ±100 for the full control effect; potency is read from the fitted curve at half-maximal effect. Only part of the results is shown, so the mix of outcomes need not match the whole.

SMILES	KAT2A inh	N370S GC mod	FEN1 inh
CC(=O)Nc1ccc(S(=O)(=O)NCC2CCC(C(=O)N3CCCCC3)CC2)cc1 (stereo unspecified)	30.0%[activator]	-7.3%	-15.0%
CCOC(=O)CNC(=O)N1CCc2cc(S(=O)(=O)N3CCC(C)CC3)ccc21	-3.0%	x	-2.5%
CNc1nc(SCc2ccc(C)cc2)nc2c1CCCC2	-10.8%	10.1%	-6.0%
Cn1c2ccccc2c2nnc(SCCN3CCOCC3)nc21	-7.3%	-4.5%	-4.0%
COc1ccc(C(=O)NCCc2nnc3ccc(SCC(=O)Nc4ccccc4F)nn23)cc1	-4.6%	-1.0%	2.0%
CCCn1cc(CN2CCN(Cc3ccc(C)o3)C(CCO)C2)c(C)n1 (stereo unspecified)	-16.7%	2.1%	5.7%
CCc1ccccc1NC(=O)CN1C(=O)CCSc2ccc(S(=O)(=O)N3CCCC3)cc21	-8.1%	x	0.9%
O=C(CN1C(=O)c2ccccc2S1(=O)=O)Nc1ncc(Cl)cc1Cl	-18.3%	x	-10.0%
Cc1ccc(Nc2nnc(C(C)(C)C)c(=O)n2N)cc1	23.4%	7.5%	-2.6%
O=C(O)CCCN1C(=O)c2ccc(Oc3cccc([N+](=O)[O-])c3)cc2C1=O	-17.5%	-4.6%	-11.5%
CCOC(=O)c1cnc2c(C(=O)OC)cccc2c1NCCN1CCOCC1	-3.7%	-1.2%	-17.6%
CCOC(=O)/C(=C\c1ccc(C)cc1)NC(=O)c1ccccc1	6.9%	5.5%	2.3%
CCn1c(=S)[nH]c2cc(S(=O)(=O)N3CCCCC3)ccc21	-16.4%	3.1%	-5.6%
CN(CC1CCCO1)S(=O)(=O)c1ccc(C(=O)Nc2ccc3c(c2)OCO3)cc1 (stereo unspecified)	-4.6%	1.2%	7.2%
COC(=O)c1ccc(Oc2nc(C)cc(Oc3ccccc3)n2)cc1	1.7%	3.1%	-19.2%
COc1cc(C(=O)NC(=S)N(CCC#N)Cc2cccnc2)cc(OC)c1OC	-2.7%	x	-3.1%
COc1ccc(/C=C/c2noc(-c3ccccc3O)n2)cc1	-4.0%	4.1%	8.5%
Cc1ccc(-c2nnc(-n3nnc4ccccc43)c3ccccc23)cc1	u	-6.5%	-6.2%
COC(=O)c1cc(NC(=O)c2c(Cl)cnn2C)cc(C(=O)OC)c1	-2.3%	21.2%	-2.5%
COc1cccc(NC(=S)NC2CC(C)(C)NC(C)(C)C2)c1	1.9%	-5.4%	0.0%

Compound profiles (already shown). Values in the order: KAT2A inh, N370S GC mod, FEN1 inh
`COc1cccc(NC(=S)NC2CC(C)(C)NC(C)(C)C2)c1` reads 1.9%, -5.4%, 0.0%
`CCOC(=O)/C(=C\c1ccc(C)cc1)NC(=O)c1ccccc1` reads 6.9%, 5.5%, 2.3%
`CN(CC1CCCO1)S(=O)(=O)c1ccc(C(=O)Nc2ccc3c(c2)OCO3)cc1` (stereo unspecified) reads -4.6%, 1.2%, 7.2%

Following part.
SMILES	KAT2A inh	N370S GC mod	FEN1 inh
COc1cccc(CNC(=O)C2CCN(S(=O)(=O)c3ccc4c(c3)OCCO4)CC2)c1	1.8%	-3.1%	8.3%
O=C(CN(Cc1ccco1)Cc1ccco1)Nc1cc(S(=O)(=O)N2CCCCC2)ccc1Cl	-5.0%	x	4.6%
CCN1CCN(Cc2cccc(Oc3ccc(Cl)cc3)c2)CC1	-3.5%	-17.2%	-6.6%
O=C1Cc2ccccc2C(=O)N1Cc1cccc(Cl)c1	-3.7%	16.6%	4.4%
Cc1nccn1CCCNC(=O)c1nc(Cn2cc([N+](=O)[O-])cn2)no1	-0.7%	0.0%	3.3%
Cc1cc(C)cc(N2C(N)=NC(N)=NC2c2ccccc2F)c1 (stereo unspecified)	-9.7%	15.8µM*	10.5%
CC(C)Sc1nc2ccc(Br)cc2[nH]1	-2.6%	-4.1%	2.2%
N#CC12CCCCC1CC1CCCCC1(C#N)N2N (stereo unspecified)	-16.7%	-3.0%	3.2%
Cc1ccc(-c2nn(-c3ccccc3)cc2C(=O)NC2CCC(O)CC2)cc1 (stereo unspecified)	0.2%	x	0.6%
COc1ccc(C(=O)CSc2nnc(-c3ccco3)n2C)cc1	0.2%	-5.1%	-6.4%
CCCc1cc2c(OC(=O)CC)c(-c3ccc(C(=O)OCC)o3)c(=O)oc2cc1OC	-17.4%	8.3%	4.0%
CCCCOCC(O)CN1CCN(C(C)=O)CC1 (stereo unspecified)	-3.4%	-6.1%	-3.6%
COC(=O)CSc1nc(N)nc(C)c1Cl	-4.0%	12.2%	-1.6%
COc1ccc(CCN(C)CCCN2CC(c3ccccc3)CC2=O)cc1OC (stereo unspecified)	-8.9%	3.3%	-2.1%
Cc1ccc(NC(=O)CCOc2ccccc2)cc1S(=O)(=O)Nc1ccccc1Cl	-15.1%	16.8%	-17.7%
O=C(Cc1csc(-c2cccc(Cl)c2)n1)Nc1cccc(S(=O)(=O)NC2=NCCC2)c1	-6.4%	-10.1%	5.9%
Cc1ccccc1C(=O)NNC(=O)C1CC(=O)N(Cc2ccccc2)C1 (stereo unspecified)	-5.4%	-1.9%	12.0%
O=C(CSC1=NCCS1)N1CCOCC1	0.9%	7.1%	8.4%
COc1ccc(C2C(C(=O)c3cccs3)=C(O)C(=O)N2Cc2cccnc2)cc1OC (stereo unspecified)	2.6%	22.0%	-13.1%
Cc1noc(C)c1COc1ccccc1C(=O)NCCOc1ccccc1	2.4%	2.4%	8.3%
Cc1cccc(S(=O)Cc2ccc(C(=O)NC3CCN(Cc4ccccc4)CC3)o2)c1 (stereo unspecified)	-19.6%	-9.8%	-5.6%
NS(=O)(=O)c1ccc(CCNCc2cccnc2)cc1	0.9%	-12.0%	2.4%
COc1ccc(N2C(=O)C3CCCN3C2c2cccc(OC)c2)cc1 (stereo unspecified)	-6.1%	4.1%	19.9%
O=C(CN1CCN(Cc2ccc(F)cc2)C1=O)NCc1ccc(F)cc1	-10.1%	x	-2.7%
CCOC(=O)C1CCN(C(=O)Nc2ccc(Cl)cc2Cl)CC1	-1.8%	-9.5%	-0.6%
NS(=O)(=O)c1ccc(NC(=O)c2ccc(S(=O)(=O)N3CCc4ccccc43)cc2)cc1	-6.0%	0.4%	8.9%
CCOc1ccc2nc(NCCNC(=O)C(C)(C)C)c(C)cc2c1	0.1%	6.4%	-0.1%
O=[N+]([O-])c1ccc(Cl)c(/C=N/N2CCN(C3c4ccccc4-c4ccccc43)CC2)c1	-2.0%	11.3%	0.7%
CCn1c(C)nc2cc(C(=O)n3cc(C(=O)c4cc(F)ccc4O)cn3)ccc21	-6.3%	-6.4%	x
COC(=O)c1ccc(CNC(=O)c2ccc(COc3ccccc3)cc2)cc1	-9.0%	13.6%	0.4%
CSc1cccc(NS(=O)(=O)c2ccc3c(c2)CCN3C(C)=O)c1	-9.3%	-4.4%	-5.4%
NCCCC[C@H](NC(=O)[C@H](Cc1c[nH]c2ccccc12)NC(=O)[C@H](CC(=O)O)NC(=O)[C@H](Cc1cnc[nH]1)NC(=O)[C@H](CO)NC(=O)[C@H](Cc1c[nH]c2ccccc12)NC(=O)[C@H](Cc1cnc[nH]1)NC(=O)[C@@H]1CCC(=O)N1)C(=O)N1CCC[C@H]1C(=O)NCC(N)=O	41.7%[activator]	-5.9%	x
NC(=O)C1CNc2ccccc2O1 (stereo unspecified)	3.2%	-19.2%	1.2%
O=C(Cc1ccc([N+](=O)[O-])cc1)Nc1ccc(C(=O)N2CCOCC2)cc1	-18.9%	-1.3%	-2.8%
CCOc1ccc(-c2nnc(SCC(=O)N3CCNC3=O)o2)cc1	-11.4%	x	-0.2%
CCC(C(=O)NC1C(=O)N2C(C(=O)O)=C(CSc3nnc(C)s3)CSC12)c1ccccc1 (stereo unspecified)	-4.2%	x	16.1%
CC(=O)C[C@H](O)CC(=O)[C@H]1OC(=O)[C@@H](C)C/C=C\Cc2ccccc21	2.8%	x	-1.9%
CCN(c1ccccc1C)S(=O)(=O)c1ccc(N2CCCCS2(=O)=O)cc1	-3.4%	x	-11.4%
COCCCNC(=O)Cn1cc(/C=C(\C#N)C(=O)N2CCN(c3ccccc3)CC2)c2ccccc21	-6.6%	7.7%	-17.6%
CCN(CC)CC(=O)c1c[nH]c2ccc(OC)cc12	-6.8%	-23.3%	-1.2%
CCC1(c2ccccc2)NC(=O)N(CC(=O)N(C)CC(=O)Nc2ccc(F)c(F)c2F)C1=O (stereo unspecified)	-2.2%	-2.3%	-9.2%
NS(=O)(=O)c1ccc(NC2=CC(c3ccc([N+](=O)[O-])cc3)N(c3ccc(S(N)(=O)=O)cc3)C2=O)cc1 (stereo unspecified)	-1.0%	-2.0%	-32.5%
Cc1nc(Nc2ccccc2O)c2oc3ccccc3c2n1	-8.6%	-4.4%	0.8%
Cc1ccc2ncnc(Oc3ncccc3NC(=O)C(C)(C)C)c2c1	1.0%	8.2%	-3.2%
CCOC(=O)c1[nH]c(C)c(C(=O)NCc2ccc(C)cc2)c1C	0.7%	0.3%	-2.8%
COc1cc(CN2CCC(C(=O)NCC(C)(C)CN(C)C)CC2)ccc1OCc1ccccc1	0.9%	2.0%	-13.6%
COc1ccc(OC)c(NC(=O)Cc2nn(C)c(=O)c3ccccc23)c1	3.8%	0.5%	0.2%
Cc1cc(C(=O)Nc2cccc3cccnc23)ccc1[N+](=O)[O-]	-4.8%	-0.9%	-1.9%
CCc1ccccc1NC(=O)Cn1c(=O)ccc2cc(S(=O)(=O)N3CCC(C)CC3)ccc21	3.7%	x	14.8%
S=C(Nc1ccc(Br)cc1)N1CCCC1	-0.4%	-1.1%	-2.6%
Further results follow.
SMILES	KAT2A inh	N370S GC mod	FEN1 inh
CC(C)(C=O)Cc1cc(C(C)(C)C)c(O)c(C(C)(C)C)c1	-9.6%&-6.3%	3.6%&5.7%&3.5%	-14.3%
COc1ccc(CNC(=O)c2c(C)cc(=O)oc2C)cc1OC	-2.2%	3.9%	-7.9%
O=c1[nH]cc([N+](=O)[O-])cc1Br	-4.4%	-26.3%	-6.9%
CCC(C)(C)n1nnnc1C(c1cc2cc(C)cc(C)c2[nH]c1=O)N1CCN(Cc2ccc3c(c2)OCO3)CC1 (stereo unspecified)	-2.8%	-14.9%	-1.1%
CC(=O)Nc1cccc(-c2nc3ccccc3c(=O)o2)c1	-19.5%	2.6%	6.7%
Cc1c(C(=O)NCc2ccccc2Cl)cccc1-n1cnc2cccnc21	-2.2%	x	-2.3%
CN(CC#CC1(O)c2ccccc2-c2ccccc21)Cc1ccccc1	-1.7%	-24.6%	5.9%
COC(=O)c1cc2oc(C)cc2n1Cc1cccc(Cl)c1	-5.1%	x	-23.5%
Cc1cc(NC(=S)N(Cc2ccc(Br)cc2)Cc2ccc(C(=O)O)cc2)ccc1Cl	u	-0.9%	-20.5%
O=C(NC1CCCCC1)c1c[nH]c2ccc(S(=O)(=O)Nc3ccccc3F)cc2c1=O	-12.5%	x	-2.9%

Overlap with the part before: 5 compounds, then new ones.
SMILES	KAT2A inh	N370S GC mod	FEN1 inh
Cc1c(C(=O)NCc2ccccc2Cl)cccc1-n1cnc2cccnc21	-2.2%	x	-2.3%
CN(CC#CC1(O)c2ccccc2-c2ccccc21)Cc1ccccc1	-1.7%	-24.6%	5.9%
COC(=O)c1cc2oc(C)cc2n1Cc1cccc(Cl)c1	-5.1%	x	-23.5%
Cc1cc(NC(=S)N(Cc2ccc(Br)cc2)Cc2ccc(C(=O)O)cc2)ccc1Cl	u	-0.9%	-20.5%
O=C(NC1CCCCC1)c1c[nH]c2ccc(S(=O)(=O)Nc3ccccc3F)cc2c1=O	-12.5%	x	-2.9%
CC[C@]12c3[nH]c4ccc(OC)cc4c3CCN1C(=O)C(CC(=O)NCCN1CCOCC1)C[C@@H]2C(=O)N1CCN(C(=O)c2ccco2)CC1 (stereo partly specified)	0.2%	x	-11.7%
O=C(CSc1nnc2scc(-c3ccc(F)cc3)n12)NCc1ccco1	-5.1%	7.0%	0.5%
CCCCn1c(N)c(N(CCC(C)C)C(=O)CSc2nncn2-c2ccccc2)c(=O)[nH]c1=O	0.0%	x	8.8%
COc1ccc(N2CCN(c3ccnc4cc(Cl)ccc34)CC2)cc1	-6.2%	-9.1%	-22.4%
Cc1cc(C)c(S(=O)(=O)Nc2ccc(O)c(Sc3ncn[nH]3)c2)c(C)c1	-1.6%	-22.5%	-4.3%
CCOC(=O)NC(=O)CSc1nc(C)cc(C(F)(F)F)c1C#N	-8.7%	4.5%	-0.5%
CCn1c(SCC(=O)Nc2nc(C)cs2)nnc1C(C)NC(=O)c1ccccc1 (stereo unspecified)	-1.9%	5.7%	-6.5%
COc1ccc(N2CC(NS(=O)(=O)c3ccc4ccccc4c3)CC2=O)cc1 (stereo unspecified)	-17.1%	-10.8%	3.6%
O=C(NCC(c1ccco1)N1CCOCC1)c1ccc(F)c(F)c1 (stereo unspecified)	-7.7%	-6.1%	-6.0%
Cc1cccc(-c2nc3c(cnn3-c3ccccc3)c(=O)n2-c2ccc(Br)cc2)c1	-8.2%	x	-6.1%
